# Screening data: PubChem, several laboratories
# IDE cell inh: human IDE inhibitors in live cells, primary screen, fluorescence polarization, HEK cells, FAbetaB substrate. 0.41% of 320,000 active. inhibition, % at 5.59 µM. Insulin-degrading enzyme (Homo sapiens), P14735. AID 434962, 2010. FAbetaB cleavage;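 active means percent inhibition above the average of all tested compounds plus 3 SD, set per screening campaign, cut at about 16% in these data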;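 further: IDE supplied by intact live HEK cells; FP after avidin binding of uncleaved biotin substrate so inhibition keeps polarization high; 0% = DMSO wells and 100% = 60 µM reference IDE inhibitor Ii1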
# CHRM5 PAM: human M5 muscarinic receptor positive allosteric modulators, primary screen, CHO-K1 cells, Fluo-8 calcium fluorescence. Muscarinic acetylcholine receptor M5 (Homo sapiens), P08912. CHO-K1 hM5, ACh EC20 PAM; 0% = ACh EC20, 100% = ACh EC100. activation, % at 3 µM. 0.3% of 360,000 active. AID 624038, 2012;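 active means activation above the run cutoff, the mean activation of all test compounds plus 3 SD, cut at about 18% in these data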
# Target sequence (P08912 whole entry, looked up): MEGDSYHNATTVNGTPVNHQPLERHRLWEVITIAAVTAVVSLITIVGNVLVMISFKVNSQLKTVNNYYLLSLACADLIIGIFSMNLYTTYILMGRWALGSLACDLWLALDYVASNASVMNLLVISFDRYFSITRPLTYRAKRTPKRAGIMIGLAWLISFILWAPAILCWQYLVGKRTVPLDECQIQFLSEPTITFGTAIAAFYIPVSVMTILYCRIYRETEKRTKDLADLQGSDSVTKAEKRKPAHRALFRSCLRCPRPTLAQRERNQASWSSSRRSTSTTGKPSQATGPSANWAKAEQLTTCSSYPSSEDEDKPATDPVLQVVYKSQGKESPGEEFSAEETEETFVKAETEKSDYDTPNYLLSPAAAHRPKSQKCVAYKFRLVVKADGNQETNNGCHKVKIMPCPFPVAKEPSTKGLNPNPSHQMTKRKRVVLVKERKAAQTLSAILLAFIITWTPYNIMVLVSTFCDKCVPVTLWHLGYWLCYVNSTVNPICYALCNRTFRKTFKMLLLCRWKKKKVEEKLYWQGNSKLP
#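 Assay system – human M5 receptor in CHO-K1 cells · Read-out – % activation, ACh-normalized · Technique – Fluo-8 calcium fluorescence · Dosing – single-point, 3 µM nominal · Incubation – Fluo-8 loading 80 min at 37 °C plus 30 min room temperature · Repeats – singlicate, one well per test compound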
# M4 ag: human M4 muscarinic receptor agonists, primary screen, CHO-K1 cells, Fluo-8 calcium fluorescence. Muscarinic acetylcholine receptor M4 (Homo sapiens), P08173. CHO-K1 hM4/Gqi5; vehicle 0%, full acetylcholine response 100%. activation, % at 3 µM. 0.14% of 360,000 active;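 active means activation above the run mean over all test wells plus 3 SD, cut at about 32% in these data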;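 further: peak over basal fluorescence ratio per well then scaled between controls; 0% = DMSO wells and 100% = acetylcholine at EC100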
# Target sequence (P08173 whole entry, looked up): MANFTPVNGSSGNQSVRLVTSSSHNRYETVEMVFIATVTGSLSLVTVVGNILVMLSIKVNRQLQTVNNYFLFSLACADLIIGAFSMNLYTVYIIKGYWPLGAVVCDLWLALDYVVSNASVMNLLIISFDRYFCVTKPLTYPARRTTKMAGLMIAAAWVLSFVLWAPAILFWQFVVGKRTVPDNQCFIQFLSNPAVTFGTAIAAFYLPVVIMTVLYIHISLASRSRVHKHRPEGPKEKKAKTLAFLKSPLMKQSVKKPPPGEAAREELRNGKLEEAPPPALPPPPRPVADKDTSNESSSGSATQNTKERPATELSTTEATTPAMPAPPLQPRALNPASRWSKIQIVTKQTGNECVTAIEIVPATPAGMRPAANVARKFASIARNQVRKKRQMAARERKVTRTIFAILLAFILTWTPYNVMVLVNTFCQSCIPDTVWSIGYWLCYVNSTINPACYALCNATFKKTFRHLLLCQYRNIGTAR
# CHRM4 antagonist: human M4 muscarinic receptor antagonists, primary screen, CHO cells, Fluo-8 calcium fluorescence; CHO-hM4 cells, ACh EC80; 0.73% of 360,000 active; AID 624125, 2012; inhibition, % at 3 µM;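 active means inhibition above its plate's cutoff, the mean inhibition of sample wells plus 3 SD, cut at about 27% in these data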;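 further: 0% = acetylcholine EC80 with DMSO and 100% = DMSO without agonist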
# CHRM5 antagonist: human M5 muscarinic receptor antagonists, primary screen, CHO cells, Fluo-8 calcium fluorescence; Muscarinic acetylcholine receptor M5 (Homo sapiens), P08912; CHO-hM5 cells, ACh EC80; inhibition, % at 3 µM; 0.59% of 360,000 active; AID 624040, 2012;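 active means inhibition above a per-plate cutoff, the mean of that plate's test compounds plus 3 SD, cut at about 27% in these data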;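 further: 0% = acetylcholine EC80 with DMSO and 100% = DMSO without agonist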
# CHRM4 PAM: human M4 muscarinic receptor positive allosteric modulators, primary screen, CHO-K1 cells, Fluo-8 calcium fluorescence | Muscarinic acetylcholine receptor M4 (Homo sapiens), P08173 | CHO-K1 hM4/Gqi5, ACh EC20; 0% = ACh EC20, 100% = maximal ACh | activation, % at 3 µM | 0.4% of 360,000 active;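 active means activation above its plate's cutoff, the mean activation of sample wells plus 3 SD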; further: some results filed as inactive read as strong as hits
# CRFBP-R2 agonist: agonists of CRF-BP/CRF-R2 complex, primary screen, cell-based, HEK293, calcium dye fluorescence, uHTS. calcium dye fluorescence (FLIPR); percent of saturating CRF peptide response. AID 588473, 2011. activation, % at 13.2 µM. 0.46% of 350,000 active;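 active means activation of at least 50%, plus an integration ratio under a set limit after plate pattern correction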;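 further: plate controls were neutral control wells without compound for no effect and CRF at EC100 for full effect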
# CRFR2-BP antag: antagonists of CRF-BP/CRF-R2 complex, primary screen, cell-based, HEK293, calcium dye fluorescence, uHTS | CRF-induced calcium fluorescence | inhibition, % at 11.8 µM | 0.59% of 350,000 active;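 active means inhibition of the ligand-induced calcium signal above about 50% at the single tested concentration, limit read from the data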
# CHRM5 agonist: human M5 muscarinic receptor agonists, primary screen, CHO-K1 cells, Fluo-8 calcium fluorescence; CHO-K1 hM5 cells; 0% DMSO wells, 100% maximal acetylcholine response; Muscarinic acetylcholine receptor M5 (Homo sapiens), P08912; 0.19% of 360,000 active; activation, % at 3 µM; AID 624037, 2012;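 active means activation above the run's mean over test compounds plus 3 SD, cut at about 23% in these data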;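 further: signal is peak over basal fluorescence ratio across the kinetic read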
# Active calls of the source: *; . = no result given.
SMILES,IDE cell inh,CHRM5 PAM,M4 ag,CHRM4 antagonist,CHRM5 antagonist,CHRM4 PAM,CRFBP-R2 agonist,CRFR2-BP antag,CHRM5 agonist
CCCOP(=O)(O)c1c([N+](=O)[O-])cc(C(F)(F)F)cc1[N+](=O)[O-] (tested in a mixture with another compound),-3,-13,1,5,9,-7,0.0,-10,0
O=c1c2ccccc2nc(-c2ccc(Cl)cc2Cl)n1-c1nccs1,1,8,0,-2,-7,4,-6.7,38,-6
Cc1ccc(N2C(=O)NC(=O)/C(=C\c3cc(C)n(-c4cc(C(=O)O)cc(C(=O)O)c4)c3C)C2=O)cc1,4,-1,1,-8,12,0,-0.4,7,-2
Nc1ccccc1N=Cc1c(O)n(CCC2=CCCCC2)c(=O)[nH]c1=O,-3,-1,0,7,2,-4,5.0,-22,-1
Cc1ccc(OCC(=O)N2CCN(CC3CC4C=CC3C4)CC2)cc1 (stereo not drawn),6,-4,4,8,4,-10,2.2,1,-6
O=C(O)C1(Br)CC12c1ccccc1-c1ccccc12 (stereo not drawn),.,6,0,1,0,0,2.9,22,4
O=c1[nH]c(=O)n(Cc2ccco2)c(O)c1C=NCCN1CCNCC1,1,4,0,5,7,-17,-0.3,8,-10
CC1N=C(c2ccccc2)c2cc(Br)ccc2NC1=O (stereo not drawn),-5,-2,0,-9,10,-1,-2.6,-12,-3
CCC(=NCc1ccco1)c1c(O)n(-c2ccc(C)cc2)c(=O)[nH]c1=O,1,-14,2,11,-2,-4,-2.6,1,-1
CC1CN(O)C2CCc3nonc3C12O (stereo not drawn),5,0,0,3,1,-6,-0.8,17,1
COCCO[C@H]1CC[C@@]2(C)C(=CCC3C2CC[C@@]2(C)C3CC[C@]2(C)O)C1 (stereo partly drawn),1,-12,8,-19,3,-7,-1.5,-6,-1
O=c1[nH]c2ccccc2n1C1CCN(C(CCc2ccccc2)c2nnnn2C2CCCC2)CC1 (stereo not drawn),.,-13,21,17,13,-8,.,.,6
C[n+]1ccc(-c2ccccc2)c2ccccc21,3,-17,2,4,6,-2,-0.1,-1,-12
Cc1nc2ccc(Cl)cc2c(=O)n1-c1ccccc1Cl,2,-4,0,5,4,-4,-7.1,-4,-1
CCOC(=O)[C@]12Cc3cc(Cl)ccc3[C@H]1N(C1CCCCC1)C(=O)c1ccccc12,.,12,-2,30*,2,1,.,.,24*
COc1ccc(-n2nnnc2C(CCc2ccccc2)N2CCC3(CC2)C(=O)NCN3c2ccccc2)cc1 (stereo not drawn),.,-2,0,4,0,1,.,.,2
CC(C)Cc1nc(N2CCNCC2)c(C#N)c2c1CCC2,0,0,2,2,4,-3,-0.4,0,-18
Cc1ccc2c(c1)C(c1ccccc1)NCC(=O)N2 (stereo not drawn),2,-5,1,2,3,-3,5.0,2,-1
CCOC(=O)c1c(C)n(COCCO)c2ccc(O)cc12,-1,0,0,-3,-3,2,-1.8,4,2
O=C(c1cc(C(=O)NCc2ccccc2)c(=O)n(Cc2ccccc2)c1)c1cc(Br)ccc1O,2,-3,-1,6,1,5,-0.6,9,2
CCCN1CCC[C@@H]2Cc3[nH]ncc3C[C@H]21,-2,2,2,-3,0,5,0.1,-12,0
COC(=O)C1=C(c2ccccc2)C[C@@H]2CC[C@H]1N2C(=O)NCc1ccco1,4,6,1,-11,0,9,-1.3,3,-9
N#Cc1ccccc1Cn1cc(C(=O)c2ccccc2F)c2ccccc21,6,-4,0,3,7,25,-1.1,33,0
CC(C)C(=O)N1CCN(CCN=Cc2c(O)n(C)c(=O)n(C)c2=O)CC1,0,4,1,-1,3,10,-2.2,1,-2
S=C(NCCc1ccccc1)N1Cc2ccccc2-n2nncc2C1,.,0,9,-1,-2,1,-1.4,-10,1
COC(=O)C1=C(c2ccc(Cl)c(C(F)(F)F)c2)C[C@@H]2CC[C@H]1N2C(=O)NCC1CC1,-6,3,2,-5,3,-2,-2.3,10,-3
O=C1C=CC(=O)C=C1,7,0,1,-20,-8,-1,2.0,2,0
FC(F)(F)C1=NC(C(F)(F)F)=NP(N2CCOCC2)(N2CCOCC2)=N1,2,2,0,0,1,-5,-3.0,7,-2
CCOc1cc(C2NCc3ccccc3-n3cccc32)ccc1OC (stereo not drawn),-6,-1,5,6,9,-10,-0.3,-9,-1
COc1c(C)cc(C(=O)C2CCCN(C3CCOCC3)C2)cc1C (stereo not drawn),-5,-20,1,-14,12,-11,-3.7,0,-17
CCCCP(=O)(O)c1ccccc1,1,4,1,10,-9,-6,-0.9,5,3
CN1C(=O)N(C)C(=O)C2(Cc3cc([N+](=O)[O-])ccc3N3CCN(C(=O)c4ccccc4)CC32)C1=O (stereo not drawn),3,6,1,9,-1,-2,-0.2,8,-3
COc1ccc(CC(=O)Nc2ccc(C#N)c(Cl)c2)cc1S(=O)(=O)N1CCOCC1,3,-2,8,5,10,0,0.8,-7,-1
O=C(O)C(Cc1cnc[nH]1)NS(=O)(=O)c1ccc(Cl)cc1 (stereo not drawn),2,2,0,7,0,-4,-1.1,25,1
CC(ON1CC1(C(F)(F)F)C(F)(F)F)(C(N)=O)C(N)=O (stereo not drawn),-3,3,1,-1,-5,6,0.4,30,-2
Cc1ccc(-[n+]2c(Cc3nn(-c4ccccc4)c(C)[n+]3-c3ccc(C)cc3)nn(-c3ccccc3)c2C)cc1,.,-5,0,-1,9,3,0.4,-9,-2
CN1C(=O)C(=Cc2ccc(Sc3ccccc3)o2)C(=O)N(C)C1=S,4,-2,0,10,8,16,0.9,-3,1
CN(C)CC(C(=O)Cc1ccccc1)c1ccccc1 (stereo not drawn),.,9,1,17,15,-5,1.0,2,-3
CCOc1ccc2oc(C(=O)NN3C(C)CCCC3C)c(C)c2c1 (stereo not drawn),3,-3,0,7,14,-5,-1.1,-10,-5
COc1ccc(C(=O)OCC2CN2c2cccc([N+](=O)[O-])c2)cc1 (stereo not drawn),.,-11,17,-10,9,-6,.,.,-1
C=C(Cl)CSC(=S)N(CC)CC,4,4,1,-8,0,7,-2.1,24,2
C=C(c1ccccc1)P(=O)(O)O,-5,13,0,-5,-10,18,-1.2,9,-2
CCN1CCC2(CCNC2)C1 (stereo not drawn),0,8,1,11,-5,28,0.6,6,4
CCOCCCn1c(N)c(C(=O)Nc2sc3c(c2C(=O)OC)CCCC3)c2nc3ccccc3nc21,5,-19,28,10,19,-9,4.0,-10,3
Nc1nnc(CCN2CCCCC2)s1,2,2,0,5,5,5,1.2,5,-4

# Structures above that have a nitro group on carbon (3):
SMILES,IDE cell inh,CHRM5 PAM,M4 ag,CHRM4 antagonist,CHRM5 antagonist,CHRM4 PAM,CRFBP-R2 agonist,CRFR2-BP antag,CHRM5 agonist
CCCOP(=O)(O)c1c([N+](=O)[O-])cc(C(F)(F)F)cc1[N+](=O)[O-] (tested in a mixture with another compound),-3,-13,1,5,9,-7,0.0,-10,0
CN1C(=O)N(C)C(=O)C2(Cc3cc([N+](=O)[O-])ccc3N3CCN(C(=O)c4ccccc4)CC32)C1=O (stereo not drawn),3,6,1,9,-1,-2,-0.2,8,-3
COc1ccc(C(=O)OCC2CN2c2cccc([N+](=O)[O-])c2)cc1 (stereo not drawn),.,-11,17,-10,9,-6,.,.,-1

# (listing goes on)
SMILES,IDE cell inh,CHRM5 PAM,M4 ag,CHRM4 antagonist,CHRM5 antagonist,CHRM4 PAM,CRFBP-R2 agonist,CRFR2-BP antag,CHRM5 agonist
CCOc1ccccc1N=C1SCCCN1C,5,-4,1,-4,6,2,2.4,0,-12
Cn1cc(/C=C2\C(=O)NC(=O)N(c3ccccc3)C2=O)c2ccccc21,-1,6,0,0,-3,0,115*,-71,2
CCCCS(=O)(=O)N1CCN(C(=N)N[N+](=O)[O-])CC1,-3,2,1,-9,1,4,0.5,-18,-1
CC[n+]1c(-c2ccccc2)c2cc(N)ccc2c2ccc(N)cc21,.,-2,1,-2,-8,-1,29,-8,-5
CCOC(=O)[C@]12Cc3cc(C)ccc3[C@H]1N(C1CCCCC1)C(=O)c1cc(OC)ccc12,.,8,1,65*,18,-2,.,.,50*
O=c1[nH]c(=S)[nH]c(O)c1CN1CCCCC1,0,-4,0,1,4,10,2.9,-7,0
c1ccc(C2CC3CC4(CCCC4)N2O3)cc1 (stereo not drawn),-1,-7,-2,0,8,0,3.6,-64,-1
COc1cccc(NP(=O)(Oc2ccccc2)Oc2ccccc2)c1,6,-3,9,0,5,-12,-2.0,-15,4
Oc1ccc(CCNCc2cc3c(cc2Br)OCO3)cc1,.,-3,1,2,13,-1,4.2,15,-2
CCN1C(=O)NC(=O)C2(CCCC2)C1=O,.,-2,0,-8,9,3,0.0,-1,-1
CCOc1ccc(CNCCc2ccc3c(c2)OCO3)cc1,5,2,2,7,10,-7,-0.2,8,-10
CC(C)CCn1c(=O)c(C(=O)Nc2ccccc2S(N)(=O)=O)c(O)c2ccccc21,-4,11,-1,-23,-10,18,-0.4,39,-4
Oc1ccc(Cl)cc1CN1CCN(Cc2ccccc2)CC1,-3,-13,0,10,7,-12,-1.0,-37,-5
COc1ccc(C(c2nnnn2Cc2ccccc2)N2CCC(n3c(=O)[nH]c4ccccc43)CC2)cc1 (stereo not drawn),.,-13,11,-3,14,2,.,.,5
CCC(C)N1C(=O)NC(=O)C2(Cc3cc(C)ccc3N(C)C2)C1=O (stereo not drawn),-1,1,1,-12,-3,-5,-0.1,3,-3
Cc1ccccc1N1CCN(Cc2ccc3c(c2)OCO3)CC1,4,-8,-1,10,18,-8,-0.6,0,-9
O=C(CN1CCN(Cc2cccc(Cl)c2)C1=O)N1CCC2(CC1)OCCO2,-11,1,1,-4,-4,5,-2.0,9,-3
Fc1ccc(CNCCc2ccc3c(c2)OCO3)cc1,-5,-8,1,-2,19,-3,-1.2,8,-6
COCCNC(=O)Cn1cc(C=C2C(=O)NC(=O)NC2=O)c2ccccc21,-1,-6,2,-12,11,-9,0.7,-3,-5
COC(=O)C1=C(c2cc3ccccc3o2)C[C@@H]2CC[C@H]1N2C(=O)N1CCCC1,-1,1,0,-5,4,8,-0.6,1,-1
Cc1ncc([N+](=O)[O-])n1CCOC(N)=O,-8,-4,0,10,17,0,-0.1,67*,-1
CC(C)CNC(=O)/C=C/C=C/CCCCCC/C=C/c1ccc2c(c1)OCO2,1,1,1,4,2,3,0.2,4,2
COc1ccc(C(c2ccc(OC)cc2)C(Cl)(Cl)Cl)cc1,6,-8,-1,5,2,-4,-1.6,4,-2
CC1CN=C(NCc2ccccc2Cl)S1 (stereo not drawn),0,0,2,22,4,-5,-0.8,-4,-2
CC[N+](CC)(CC)CCCOC(=O)C(O)(c1ccccc1)C1CCCCC1 (stereo not drawn),-11,-22,0,99*,99*,-22,-0.5,-17,-7
CC1(C)C2([N+](=O)[O-])CN3CC1([N+](=O)[O-])CN(C2)C3c1ccccn1 (stereo not drawn),-4,8,0,9,-6,2,-0.9,16,4
CCCC[N+]12CCC(CC1)C(=C(c1ccccc1)c1ccccc1)C2,3,-19,1,57*,72*,-16,-1.0,14,-9
COc1nc2ccccc2nc1N1CC1,.,-13,1,16,18,-5,.,.,2

# Some of the compounds tested, so the mix of outcomes need not match the whole.
